S3 lipid droplet – qHTS Assay for Lipid Storage Modulators in Drosophila S3 Cells; AID 2685; Drosophila S3 cells, BODIPY lipid droplet fluorescence, 18-24 h; cells fed with added oleic acid; Potency in µM for hits, for the others lipid storage change, negative = inhibition, % at the top dose, mostly 46.1 µM; hit rate 0.64% among 320,000; active means well fitted inhibition curve with a large enough effect in the signal ratio, with a control signal flat, not every such curve was filed as active; inconclusive means small, poorly fitted or top-dose-only effect, or effect the other way, or a change in a side signal; the % refers to the signal ratio
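Drosophila S3 cells loaded with oleic acid (400 uM, as added) and compounds at several concentrations; lipid droplets imaged by 488-nm laser-scanning cytometry, 500–530 nm intensity and object ratio to cell channel. Percent activity normalized to 20 uM Triacsin C.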
S3 lipid droplet cell count max – second read-out of S3 lipid droplet, no call of its own (marks repeat the call); cell number change, %; measured here: cell count max response;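 cells counted by Cell Tracker Red CMTPX staining in the red channel; peak over a dose series mostly up to 46.1 µM; percent activity relative to internal control wells on each plate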
An asterisk follows results filed as active; i = inactive; u = inconclusive; x = no result given. On the % scale 0 is the no-effect control and ±100 the full control effect; potency means the concentration at half of the fitted maximal effect. A portion of the library, so the mix of outcomes need not match the whole.

No.	mol	S3 lipid droplet	S3 lipid droplet cell count max
1	Cc1cc(O)c(C(=O)Nc2cccc(Cl)c2)c(=O)n1C	i	-4
2	O=C(CCCn1c(=S)[nH]c2cc3c(cc2c1=O)OCO3)NC1CC1	-1%	-7
3	COc1ccc(-c2csc(NC(=O)Cc3cccc4ccccc34)c2C(=O)O)cc1	u	x
4	CC(CN1CCCC1)OC(=O)c1cccc(F)c1 (stereo not given)	u	x
5	Cc1ccccc1NC(=O)c1cccc(S(C)(=O)=O)c1	i	-24
6	O=C(NCc1ccccc1)c1onc(CSc2ccccc2)c1C(=O)NCC1CC1	-1%	-7
7	COc1cc(C)ccc1OCc1cc(C(=O)N(Cc2nccn2C)C(C)C)no1	u	x
8	CCOc1ccc(S(=O)(=O)N2CCCC(C(=O)N3CCN(CC)CC3)C2)cc1Cl (stereo not given)	u	x
9	CCCCn1c(N)c(N(CC(C)C)C(=O)C2CCCO2)c(=O)[nH]c1=O (stereo not given)	-18%	-14
10	OC(Cc1nc2ccccc2[nH]1)c1ccccc1Cl (stereo not given)	u	x
11	CSc1nc(C)c2c(n1)N(c1ccc(F)cc1)CC2	7%	15
12	N#C/C(N)=C(/C#N)N=Cc1cccc(Cl)c1	4%	-2
13	COc1ccc(Nc2nc(-c3ccncc3)nc3ccccc23)cc1	-7%	-24
14	O=C(O)CCCCCN1C(=O)CCC1=O	u	x
15	Cc1cc(C(=O)O)ccc1-c1ccc(/C=C2\NC(=O)N(Cc3ccc(F)cc3)C2=O)o1	u	x
16	CC(C)(C)c1ccc(OCCC(=O)OCC(=O)N2c3ccccc3NC(=O)C2(C)C)cc1	u	x
17	COc1ccc(Cl)cc1N1C(=O)[C@@H]2C(c3cccc(OC)c3OC)=NO[C@@H]2C1=O	u	x
18	COc1ccc(CNC(=O)c2cc3c(=O)n4ccccc4nc3n(Cc3cccnc3)c2=N)cc1	u	x
19	Cc1ccc(S(=O)(=O)N/N=c2\oc3ccccc3cc2C(=O)Nc2cccc(C)c2)cc1	19%	-24
20	O=C1C2C3C=CC(C3)C2C(=O)N1Nc1c(Cl)cc(Cl)cc1Cl (stereo not given)	-2%	-1
21	CCOP(=O)(c1ccccc1)C(O)c1ccc(F)cc1 (stereo not given)	-19%	-12
22	CC1CCN(C(=O)Cn2c3ccccc3c3nc4n(c(=O)c32)CCCS4)CC1	u	x
23	CSc1ccccc1OCc1cc(C(=O)N2CCN(C3CCCC3)C(=O)C2)no1	u	x
24	O=C(CCl)NNc1cccc(Cl)n1	7%	12
25	COc1ccc(-c2csc(NC(=O)c3c(C)noc3C)n2)cc1	19%	7
26	O=C(CSc1nnc(-c2n[nH]c3ccccc23)n1-c1ccccc1)Nc1cccc(Cl)c1	u	x
27	CC(=O)C1=NOC2C(=O)N(c3ccccc3)C(=O)C12 (stereo not given)	i	x
28	CCOc1ccc(S(=O)(=O)N(C)c2ccc(OCC(=O)N3CCOCC3)cc2)cc1	u	x
29	CS(=O)(=O)Nc1ccccc1C(=O)N1CCCC1	-1%	-12
30	CCCc1nc2oc(C(=O)c3ccccc3)c(N)c2c2c1COC(C)(C)C2	u	x
31	CCCC(=O)Nc1ccc(C=C(C(C)=O)C(C)=O)cc1	u	x
32	Cc1ccc(S(=O)(=O)N/N=C\c2ccc([N+](=O)[O-])o2)cc1	u	x
33	O=C(Nc1cccc(Cl)c1)N1CCC(CO)(CCOc2ccccc2)CC1	14%	10
34	CCOC(=O)c1sc(N)c(C#N)c1COC(=O)CNC(=O)c1cc(OC)c(OC)c(OC)c1	u	x
35	OCC[C@H]1C[C@H](O)[C@@H](O)[C@]2(Cc3ccccc3CCO2)O1	13%	23
36	Cc1ccc(-c2ccc(/C=C/C(=O)c3ccccc3)o2)cc1	7%	0
37	CCOC(=O)c1nc(Nc2ccc(C(C)=O)cc2)c2ccccc2n1	-4%	-14
38	Cc1ccc(S(=O)(=O)N(CC(O)CN2CCOCC2)c2cc(Cl)ccc2Cl)cc1 (stereo not given)	u	x
39	O=C(Oc1ccc2c(=O)c(Cl)coc2c1)c1cccnc1	-20%	-24
40	O=C(CCc1nnc(C2CCCCC2)o1)N1CCN(C2CCCCC2)CC1	-16%	13
41	C/C=C/C(=O)Nc1cccc(C2=NOC3(C2)C[C@@H](C(N)=O)N(C(=O)c2cc([N+](=O)[O-])cc([N+](=O)[O-])c2)C3)c1 (stereo not given in full)	5%	9
42	O=C(CSc1nnc(-c2ccccc2)n1-c1ccccc1)c1ccc[nH]1	5%	5
43	CC(C)c1nc2c(s1)CCc1onc(-c3ccc(Cl)cc3)c1-2	u	x
44	C[C@H](NC(=O)c1nc[nH]c1C(=O)NC(c1ccccc1)c1ccccc1)C(=O)OC(C)(C)C	-21%	-5
45	N#C/C(=C\C=C\c1ccccc1)C(=O)Nc1ccccc1	u	x
46	CCCCc1nc2n[nH]c(N)c2c2c1CCCC2	u	x
47	COc1cc(-c2nnc(COc3ccc(Cl)cc3C)o2)cc(OC)c1OC	5%	-12
48	CC(OC(=O)CCC(=O)N1CCN(S(=O)(=O)c2ccc3ccccc3c2)CC1)C(=O)NC(N)=O (stereo not given)	i	x
49	CN(Cc1nc(-c2cnccn2)no1)CC1(c2ccccc2)CC1(C)C (stereo not given)	6%	-21
50	NS(=O)(=O)c1ccc(CNC(=O)c2cc(-c3ccccc3)nc3ccccc23)cc1	u	x
51	COc1ccc(NC(=O)CSc2nc3scc(C)c3c(=O)[nH]2)cc1	19%	12
52	COc1ccc(NC(=O)C(NC(=O)c2ccc(=O)[nH]c2)c2ccc(OC)cc2)cc1 (stereo not given)	8%	0
53	COc1ccccc1N1CCN(CC(O)COCc2cccs2)CC1 (stereo not given)	u	x
54	O=C(COC(=O)c1ccc2c(c1)OCCO2)Nc1cccc(S(=O)(=O)N2CCOCC2)c1	u	x
55	CCOC(=O)C1CCc2nc3ccccc3c(=O)n21 (stereo not given)	u	x
56	Cc1sc(=NC(=O)c2ccco2)n(C)c1-c1ccccc1	-13%	7
57	CCOC(=O)c1cccc(NC(=O)c2cccs2)c1	u	x
58	CCN(CC)C(=O)CC1(c2ccccc2OC)CCOC(C(C)C)C1 (stereo not given)	u	x
59	COc1cccc(Sc2nc(-c3ccccc3)ncc2S(C)(=O)=O)c1	7%	-15
60	COc1ccc(CCNC(=O)CSc2nc(-c3ccco3)cc(C(F)(F)F)n2)cc1	u	x

Part of the list above, with each value named:
[50] NS(=O)(=O)c1ccc(CNC(=O)c2cc(-c3ccccc3)nc3ccccc23)cc1
  S3 lipid droplet = u
  S3 lipid droplet cell count max = x
[51] COc1ccc(NC(=O)CSc2nc3scc(C)c3c(=O)[nH]2)cc1
  S3 lipid droplet = 19%
  S3 lipid droplet cell count max = 12
[52] COc1ccc(NC(=O)C(NC(=O)c2ccc(=O)[nH]c2)c2ccc(OC)cc2)cc1 (stereo not given)
  S3 lipid droplet = 8%
  S3 lipid droplet cell count max = 0
[53] COc1ccccc1N1CCN(CC(O)COCc2cccs2)CC1 (stereo not given)
  S3 lipid droplet = u
  S3 lipid droplet cell count max = x

The listing continues.
No.	mol	S3 lipid droplet	S3 lipid droplet cell count max
61	Cc1ccc(-c2nn3c(C)nnc3s2)cc1NC(=O)c1ccc(OC(C)C)cc1	u	x
62	CS(=O)(=O)c1ccc2nc(NC(=O)C3CCCO3)sc2c1 (stereo not given)	-12%	-1
63	CC1CCN(CCCn2c(=S)[nH]c3c(sc4ccccc43)c2=O)CC1	u	x
64	Cc1noc(C)c1COc1ccccc1C(=O)N(C)CC(=O)Nc1cccc(F)c1	-6%	x
65	COc1ccc(S(=O)(=O)N2CCN(c3ncnc4c(-c5ccccc5)nsc34)CC2)cc1	u	x
66	NC(=O)c1ccc(NC(=O)COC(=O)CCSc2ccccc2)cc1	-13%	7
67	Cc1cc(=O)[nH]c(SCCCOc2ccc(F)cc2)n1	u	x
68	O=C(Cc1n[nH]c(=O)c2ccccc12)N1CCN(c2ccc(F)cc2)CC1	u	x
69	Cc1cc(C(=O)OCC(=O)c2c(N)n(C)c(=O)n(C)c2=O)c(C)o1	u	x
70	COc1cccc(NC(=O)CCNS(=O)(=O)c2cccc3nsnc23)c1	u	x
71	CCCn1nc(C(=O)OCC(=O)Nc2cccc(S(N)(=O)=O)c2)c2ccccc2c1=O	u	x
72	CCN(CC)S(=O)(=O)c1ccc(-c2nnc(SCC(=O)Nc3nc(C)cs3)o2)cc1	u	x
73	COc1cc2c(cc1OC)-c1cc(NC3CCCCCCC3)nc(=O)n1CC2	u	x
74	CCN(CC)CCNC(=O)CCn1nc(-c2ccc(Cl)cc2)ccc1=O	-4%	9
75	CC(C)N(CCNC(=O)c1ccc(OCC2CCCO2)cc1)C(C)C (stereo not given)	u	x
76	CCc1ccc(N2CC(C(=O)NCc3ccc4c(c3)OCO4)CC2=O)cc1 (stereo not given)	16%	9
77	Cc1ccccc1N1CCN(C2CCCN(C(=O)CCN3CCCCO3)C2)CC1 (stereo not given)	u	x
78	Cc1c(Cl)cccc1NC(=O)C1NC(=O)CC1c1ccccc1 (stereo not given)	u	x
79	O=C(COC(=O)c1ccc(F)cc1F)Nc1cccc(S(=O)(=O)N2CCOCC2)c1	u	x
80	CCOc1cccc(OCCOCCN(C)C)c1	0%	-4
81	CS(=O)(=O)N(CC(=O)Nc1cccnc1)c1ccc2c(c1)OCO2	49%	x
82	CCCN1CCN(C(=O)CN2C(=O)CC(C)(C)S(=O)(=O)c3ccccc32)CC1	u	x
83	COc1ccc(N2CCN(C3CCCN(C(=O)CN4CCCCC4=O)C3)CC2)cc1 (stereo not given)	-3%	2
84	O/N=C/c1ccccc1OCc1ccccc1Cl	u	x
85	Cc1cc(C)cc(C(=O)NC(CC(N)=O)c2ccc(N3CCC(Br)CC3)c([N+](=O)[O-])c2)c1 (stereo not given)	u	x
86	O=C(NCc1ccccc1C(F)(F)F)C1CC(c2cccc(F)c2)=NO1 (stereo not given)	16%	4
87	C=CCN(c1ccccc1OC)S(=O)(=O)c1cccc(C(=O)NCc2cccs2)c1	u	x
88	CC(=O)N(C(C)=O)c1nc2nc(C)cc(C)n2n1	-12%	x
89	COc1ccc(-c2cc3c(=O)n(CC(=O)NCCCc4ccccc4)ncn3n2)cc1	u	x
90	CCN(CC(=O)Nc1ccc(NC(C)=O)cc1)C(=O)C1(c2ccccc2)CC1	u	x
91	N#CCSc1nccc(-c2cc(Cl)sc2Cl)n1	u	x
92	O=S(=O)(c1cccc(F)c1)N1CCCN(c2ccc(C(F)(F)F)cn2)CC1	1%	0
93	O=C(OCn1nnc2ccccc2c1=O)C1=COCCO1	10%	1
94	COc1ccc(NC(=O)C2CCCN2C(=O)OC(C)(C)C)cc1 (stereo not given)	u	x
95	CCOC(=O)c1cc2ccccc2n1CCN(CC)CC	u	x
96	Cc1ccc2nc3c(cc2c1)c(NC(=O)c1ccco1)nn3CC(C)C	-8%	-15
97	CCOc1ccc(S(=O)(=O)Nc2ccccc2C(=O)NCc2ccco2)cc1	u	x
98	COc1ccc(CCC(=O)Nc2ncc(C)s2)cc1	u	x
99	Cn1c(SCCN2CCOCC2)nc2sc3c(c2c1=O)CCCC3	u	x
100	Cc1nc2c(-c3ccccc3)c(C)nn2c(C)c1CCC(=O)N1CCOCC1	u	x
101	Cc1nc2sc(C#N)c(N)c2c2c1CCCC2	u	x
102	COc1cc2c(cc1OC)CN(Cc1ccc(C)s1)CC2	-1%	-5
103	CCCC(=O)N1CCN(c2ccc(NC(=O)c3cccs3)cc2Cl)CC1	u	x
104	Nc1ccc2nn(-c3ccc(F)cc3)nc2c1	u	x
105	CCOc1c(Br)cc(C(=O)NCCCn2ccnc2)cc1OC	u	x
106	C/C(Cn1nnc([N+](=O)[O-])n1)=N\NC(=O)c1cccc(Cl)c1	u	x
107	COc1ccc(CCN(C)CCCC(C#N)(c2cc(OC)c(OC)c(OC)c2)C(C)C)cc1OC (stereo not given)	-3%	-1
108	S=C(Nc1ccc2[nH]ccc2c1)NC1CCCCC1	3%	-6
109	Cc1ccc(-c2nc(CS(=O)(=O)CC(=O)NCc3ccc4c(c3)OCO4)c(C)o2)cc1	u	x
110	O=C(c1ccco1)N1CCN(C(c2ccccc2)c2nnnn2C2CCCC2)CC1 (stereo not given)	5%	3
111	Cc1ccc(N2CC(C(=O)N3CCN(Cc4ccc5c(c4)OCO5)CC3)CC2=O)cc1 (stereo not given)	u	x
112	CC(=O)c1ccc(NC(=O)c2cc(-c3cccs3)on2)cc1	u	x
113	COc1ccc(N2CCN(C(=O)CSc3nnc(NC(=O)C4CCC4)s3)CC2)cc1	3%	7
114	Cc1ccccc1NC(=O)CSc1n[nH]c(-c2ccccn2)n1	u	x
115	CCOC(=O)c1c(NC(=O)CSc2nnc(-c3c[nH]c4ccccc34)n2C)sc2c1CCCC2	u	x
116	COc1ccc(S(=O)(=O)Nc2ccccc2C(=O)OC2CCCN(C)C2)cc1OC (stereo not given)	u	x
117	O=C(COc1coc(CN2CCN(c3ccc(F)cc3)CC2)cc1=O)Nc1ccccc1	27%	5
118	NC(=O)c1ccccc1NC(=O)Nc1cccc(Cl)c1Cl	-6%	-4

Profiles, quoted from the list.
COc1ccc(S(=O)(=O)N2CCN(c3ncnc4c(-c5ccccc5)nsc34)CC2)cc1 is entered as S3 lipid droplet = u; S3 lipid droplet cell count max = x
O=C(CCCn1c(=S)[nH]c2cc3c(cc2c1=O)OCO3)NC1CC1 is entered as S3 lipid droplet = -1%; S3 lipid droplet cell count max = -7
